Bioassay records as filed in PubChem.
HCV NS3 hel inh: inhibitors of HCV NS3 helicase, primary screen, biochemical, Cy5 molecular beacon fluorescence. Hepatitis C virus NS3 helicase. NS3 helicase DNA unwinding. inhibition, % at 10.9 µM. actives 0.56% (n = 290,000);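 active = inhibition above the mean of all tested compounds plus 3 SD, set per campaign, cut at about 35% in these data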;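 also: 0% = DMSO wells and 100% = thioflavine S control wells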
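Assay system: hepatitis C virus NS3 helicase domain fragment enzyme. Also added: annealed dual-labelled DNA beacon duplex, ATP-started. Timing: 1 h reaction at 25 °C, ATP-initiated. Technique: Cy5 fluorescence at 0 and 60 min, beacon hairpin quenching. Evaluation: % inhibition of unwinding. Replication: one well per compound.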
pCIP destab: p/CIP-EGFP fusion destabilizers, primary screen, fluorescence, F442A cells. Q05BA5. 16 h. decrease of EGFP signal, % at 10 µM. actives 0.01% (n = 290,000). AID 1984, 2009;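 active = EGFP signal decrease of at least 30% at 10 µM or well 3 SD below plate mean, unless failing retest; inactive = the rest, including hits failing retest or dose response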; also: some compounds called inactive have numbers as strong as hits; many of its hits are not listed in these tables
GalR3 antagonist: GalR3 antagonists in HEK293 cells, primary screen, cell-based, fluorescence readout; actives 0.44% (n = 360,000); HEK293 GalR3-CNG cAMP membrane potential fluorescence; galR3 body fused to GalR1 C-terminus; Galanin receptor type 3 (Homo sapiens), O60755; inhibition, % at 3 µM; AID 651719, 2012;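 active = inhibition above the screen-wide average plus 3 SD, cut at about 13% in these data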;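 also: forskolin and galanin both at EC90 stimulate the cells; cAMP rise reported by CNG channel membrane potential dye signal; 0% = forskolin plus galanin with DMSO and 100% = forskolin alone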
IMP-1 inhibitor: IMP-1 metallo-beta-lactamase inhibitors, primary screen, biochemical, epi-absorbance readout, Pseudomonas aeruginosa enzyme. purified IMP-1, nitrocefin hydrolysis, epi-absorbance fluorescence. metallo-beta-lactamase IMP-1 (Pseudomonas aeruginosa). inhibition, % at 5.6 µM. actives 0.45% (n = 290,000);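 active = inhibition above the mean plus 3 SD of all compounds in the same screening run, cut at about 4.5% in these data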;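 also: 0% = IMP-1 with DMSO and 100% = DMSO wells lacking enzyme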
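assay system = purified recombinant IMP-1 metallo-beta-lactamase enzyme | schedule = 15 min preincubation plus 25 min reaction at 25 °C | signal = Epi-absorbance fluorescence, 480 nm excitation, 530 nm emission | read-out basis = percent inhibition from optical density relative to buffer-blank wells | controls = IMP-1 with DMSO as 0%, enzyme-free DMSO as 100%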
VIM-2 inhibitor: VIM-2 metallo-beta-lactamase inhibitors, primary screen, biochemical, epi-absorbance readout, Pseudomonas aeruginosa enzyme; purified VIM-2, nitrocefin hydrolysis, epi-absorbance fluorescence; inhibition, % at 5.6 µM; actives 0.89% (n = 290,000); AID 1527, 2009;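 active = inhibition above the mean of all tested compounds plus 3 SD, cutoff set per screening run, cut at about 7.5% in these data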;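 also: red hydrolysis product quenches plate fluorescence so inhibitors raise well fluorescence; 0% = enzyme with DMSO and 100% = DMSO without enzyme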
IDE inh: human IDE inhibitors in live cells, primary screen, fluorescence polarization, HEK cells, FAbetaB substrate. Insulin-degrading enzyme (Homo sapiens), P14735. FAbetaB cleavage. inhibition, % at 5.59 µM. actives 0.41% (n = 320,000). AID 434962, 2010;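 active = percent inhibition above the average of all tested compounds plus 3 SD, set per screening campaign, cut at about 16% in these data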;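 also: IDE supplied by intact live HEK cells; FP after avidin binding of uncleaved biotin substrate so inhibition keeps polarization high; 0% = DMSO wells and 100% = 60 µM reference IDE inhibitor Ii1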
SUMO HTRF inh: inhibitors of in vitro SUMOylation cascade, primary screen, biochemical, HTRF, uHTS; SUMO-conjugating enzyme UBC9 (Homo sapiens), P63279; actives 0.36% (n = 290,000); HTRF SUMOylation assay, SAE1/SAE2 + UBC9; AID 2006, 2009; inhibition, % at 35 µM; in the data active = inhibition above about 50%, passing the limit was not always enough; also: strong numbers were not always called active
IDE cell activ: human IDE activators in live cells, primary screen, fluorescence polarization, HEK cells, FAbeta-B substrate; Insulin-degrading enzyme (Homo sapiens), P14735; FAbeta-B cleavage; 0% vehicle, 100% cell-free pure enzyme wells; activation, % at 5.96 µM; actives 0.073% (n = 340,000); AID 493087, 2011;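 active = activation above the mean of all tested compounds plus 3 SD, set per screening campaign, cut at about 17% in these data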
CRFBP-R2 block: antagonists of CRF-BP/CRF-R2 complex, primary screen, cell-based, HEK293, calcium dye fluorescence, uHTS. CRF-induced calcium fluorescence. AID 588475, 2011. inhibition, % at 11.8 µM. actives 0.59% (n = 350,000);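 active = inhibition of the ligand-induced calcium signal above about 50% at the single tested concentration, limit read from the data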
Numbers without * were called inactive; x = not tested or not shown.

# | SUMO HTRF inh | HCV NS3 hel inh | pCIP destab | IDE cell activ | IMP-1 inhibitor | GalR3 antagonist | VIM-2 inhibitor | IDE inh | CRFBP-R2 block | mol
1 | 4 | 1 | 3 | 3 | -2.2 | -5 | -1.3 | -4 | -5 | COc1ccc(NC(=O)c2sccc2SCC#N)cc1
2 | 6 | 5 | 6 | -6 | -2.1 | -1 | 4.7 | 2 | 4 | COc1ccccc1C(=O)C1CCCN(C(=O)c2snnc2C)C1 (stereo not given)
3 | 12 | 3 | -10 | 1 | -2.3 | -6 | -0.7 | 1 | -18 | O=C(CCS(=O)(=O)c1cccc2nonc12)Nc1cccc2c1CCCC2
4 | 3 | -11 | -1 | 2 | -1.0 | x | -3.2 | 5 | 9 | Cc1ccc(C2(C(=O)N3CCC(n4nc(-c5ccccc5)oc4=O)CC3)CC2)cc1
5 | 8 | -9 | -18 | 0 | -2.4 | -4 | -2.2 | -1 | -22 | COCCNc1nc(SCC(=O)N2CCN(c3ccccc3OC)CC2)nc2ccccc12
6 | x | x | x | 5 | x | -5 | x | 2 | -1 | O=C(c1ccccc1)c1c(-c2ccccc2)[nH]n(-c2ccccc2)c(=O)c1=O
7 | -2 | -26 | 8 | 2 | 1.7 | -1 | 0.0 | 5 | -16 | CC1CCN(CC(=O)Nc2ccc(S(=O)(=O)N3C(C)CCCC3C)cc2)CC1 (stereo not given)
8 | 5 | 0 | -18 | 2 | -2.6 | -5 | -1.2 | -1 | 12 | COC(=O)c1ccc(C2N=C(c3cccs3)CC(c3ccccc3O)N2)cc1 (stereo not given)
9 | 0 | 1 | -2 | 0 | -1.7 | -9 | -0.2 | -4 | 1 | O=C(NC1CCCCC1)C1CCN(S(=O)(=O)c2cccc3nonc23)CC1
10 | 26 | 4 | -1 | 1 | -2.6 | -2 | -0.3 | 2 | 3 | COc1cc(NC(=O)c2c(Cl)cnn2C)c(OC)cc1Cl
11 | 26 | 12 | 4 | 5 | -3.5 | -2 | -0.4 | 4 | 16 | Cc1cc(C)n(C(=O)CNC(=O)COc2ccccc2)n1
12 | 6 | -4 | 8 | -1 | -1.6 | 0 | -2.8 | 6 | 1 | O=C(Cc1c(F)cccc1Cl)Nc1ccc(S(=O)(=O)N2CCCC2)cc1
13 | x | x | x | 7 | x | 0 | x | -2 | 6 | CCCCC(=O)Nc1ccc(C2C(=O)c3ccccc3C2=O)cc1
14 | 2 | 5 | 8 | 5 | -2.4 | -4 | 0.1 | 2 | -7 | COCCN(C(=O)CSc1nc2ccccc2c(=O)n1CCOC)c1c(N)n(Cc2ccccc2)c(=O)[nH]c1=O
15 | 35 | -12 | -9 | 6 | -1.8 | -2 | 2.0 | x | -1 | CCc1c(C)nc2cc(-c3cccs3)[nH]n2c1=O
16 | x | x | x | 1 | x | 0 | x | -4 | 10 | O=CNc1ccccc1
17 | 14 | 7 | -9 | 0 | -2.7 | -6 | -1.4 | -6 | -12 | O=C(O)C(F)(F)C(NCc1ccccc1)c1ccccc1 (stereo not given)
18 | -13 | 12 | 3 | 4 | -2.4 | -5 | 0.2 | 1 | 9 | O=C(Cc1cc(=O)[nH][nH]1)N/N=C/c1ccccc1[N+](=O)[O-]
19 | 3 | 1 | 3 | 1 | -2.0 | -10 | -0.9 | 5 | -35 | COc1ccc(-c2cc(-c3ccc(Cl)cc3)n[nH]2)c(O)c1
20 | x | 1 | x | 3 | 0.0 | -3 | -1.4 | -2 | 27 | CCOC(=O)Cc1csc(NC(=O)CCCCCN2C(=O)c3cccc4cccc(c34)C2=O)n1
21 | 5 | 7 | -10 | -1 | -1.2 | 6 | -0.1 | 0 | 3 | COCC1COS(=O)(=O)NC1(C)C (stereo not given)
22 | 6 | -2 | 13 | 4 | -0.5 | -7 | -0.1 | 2 | -41 | COc1ccc(-c2ccccc2NC(=O)C2CCCN(Cc3ccc(C)o3)C2)cc1 (stereo not given)
23 | 9 | 1 | -2 | -1 | 5.3* | -5 | -0.6 | 5 | 19 | CCC1(C)CC(C(N)=S)CCO1 (stereo not given)
24 | -12 | -6 | 8 | -2 | 0.4 | -9 | 1.1 | 5 | -5 | COc1ccc(S(=O)(=O)N(C)CC(=O)N2CCN(c3ccccc3)CC2)cc1
25 | -15 | 6 | 0 | 4 | -1.5 | -3 | -1.9 | 4 | -17 | Cc1ccc(-n2c(C)cc(C(=O)Cn3nc(C(=O)O)c4ccccc4c3=O)c2C)cc1
26 | -8 | 0 | -7 | -14 | -5.2 | 2 | 3.1 | 4 | -6 | CCOC(=O)c1c(NC(C)=O)sc2c1CCCNC2=O
27 | 5 | -4 | 1 | -4 | -2.6 | 0 | -3.9 | 0 | -1 | O=S(=O)(CC(CN1CCCC1)N1CCCC1)c1ccc2ccccc2c1 (stereo not given)
28 | -7 | 5 | -3 | 2 | -2.2 | -7 | -1.0 | x | -24 | CC(C)Oc1cccc(C(=O)N/N=C/c2ccoc2)c1
29 | -4 | -1 | -5 | -2 | 2.2 | -6 | -1.6 | 5 | -19 | O=C(CCc1ccccc1)Nc1ccc(S(=O)(=O)N2CCCC2)cc1
30 | 5 | 11 | -7 | 1 | 20* | -12 | 0.1 | 1 | 8 | COc1ccc(-c2cc(C(=O)Nc3ccc(Br)cc3)no2)cc1

(cont.)
# | SUMO HTRF inh | HCV NS3 hel inh | pCIP destab | IDE cell activ | IMP-1 inhibitor | GalR3 antagonist | VIM-2 inhibitor | IDE inh | CRFBP-R2 block | mol
31 | x | x | x | 4 | x | -5 | x | 3 | 6 | O=C(NCC1CC1)c1onc(CSc2ccc(F)cc2)c1C(=O)NCC1CC1
32 | 7 | 2 | -11 | 5 | -4.1 | -4 | 0.4 | -2 | -29 | CC(=O)c1ccc(NC(=O)CSc2nc(C)cc(C)c2C(N)=O)cc1
33 | -10 | -14 | -6 | 10 | -3.9 | -3 | -3.5 | -4 | 32 | Nc1ccc(N(c2ccccc2)c2ccc(N)cc2)cc1
34 | 8 | -6 | -32 | 3 | -1.7 | -7 | -2.1 | 1 | -34 | O=C(NC(=O)c1ccncc1)NC(c1ccccc1)c1ccccc1
35 | 17 | 10 | -10 | 0 | -4.4 | -6 | -3.0 | 0 | 17 | C[C@H](NC(=O)C1(c2ccccc2)CCN(C(=O)[C@H]2CSCN2C(=O)OC(C)(C)C)CC1)C(=O)O
36 | 10 | -8 | 2 | -4 | 0.2 | -5 | -2.4 | -3 | 0 | COc1ccc(-c2ccccc2)cc1NC(=O)c1cccs1
37 | 5 | 1 | -24 | 2 | -4.6 | -2 | -3.2 | 4 | -36 | N#CC(C(=O)Nc1ccccc1)=C1Nc2ccccc2N1
38 | 9 | -63 | -7 | 0 | 1.9 | -7 | 15* | -2 | -1 | COc1cc(/C=C2\SC(=S)N(CCC(=O)N3CCN(C)CC3)C2=O)cc(OC)c1OC
39 | x | x | x | 0 | x | -4 | x | -3 | 15 | CCCCn1c(N)c(N(CC(C)C)C(=O)c2cnc(C)cn2)c(=O)[nH]c1=O
40 | 11 | -1 | -2 | x | -6.0 | x | -1.4 | -5 | x | CCC(Sc1nc2ccccc2c2nc3ccccc3n12)C(=O)NCc1ccco1 (stereo not given)
41 | 2 | -8 | 2 | -1 | -2.6 | -5 | 0.5 | 2 | -2 | O=C(c1ccc(Cn2c(=O)[nH]c3ccsc3c2=O)cc1)N1CCN(c2ccccc2)CC1
42 | -6 | -2 | 9 | 2 | -4.4 | -6 | -3.1 | -1 | 9 | C=CCn1c(SCC(=O)Nc2ccc3c(c2)CCC3)nc2ccccc2c1=O
43 | 0 | 3 | -4 | 3 | -3.6 | -2 | 0.0 | -5 | -13 | O=[N+]([O-])c1cccc2c3c([nH]c12)CCCC3
44 | 6 | -2 | 1 | 7 | -1.4 | -1 | -2.3 | 2 | 7 | C=CCN(C(=O)CNC(=O)c1ccco1)C(C(=O)NC1CCCCC1)c1ccc(OC)cc1OC (stereo not given)
45 | -1 | -9 | 2 | 3 | -3.4 | 2 | -1.6 | 7 | 4 | COC(=O)CSc1nc2ccccc2n1CC(=O)N(C(C)C)C(C)C
46 | 12 | 8 | -2 | 7 | -1.6 | -10 | -0.7 | -3 | 3 | CCOC(CCNC(=O)c1cn(CC(C)C)c(=O)c2c1c1ccccc1n2C)OCC
47 | -7 | -2 | 9 | -3 | -1.1 | -3 | -1.4 | 6 | 1 | CCNC(=O)CC1C(=O)N(c2ccc(C)cc2)C(=O)N1CCc1sccc1C (stereo not given)
48 | -13 | -5 | 0 | 3 | -4.1 | -2 | -3.6 | -1 | -35 | O=[N+]([O-])c1ccc(NC(=S)N2CCN(c3ccccc3)CC2)cc1
49 | 11 | 3 | -10 | 8 | 0.8 | -8 | -1.0 | -7 | 0 | CCc1cccc(C)c1NC(=S)N(CCOC)C(C)c1ccco1 (stereo not given)
50 | 10 | 1 | -10 | -3 | -2.8 | -3 | -1.4 | 0 | -1 | Cc1ccc(NC(=S)Nc2ccc3cn[nH]c3c2)cc1C
